From PubChem BioAssay
TcdB GH inh: TcdB glycohydrolase inhibitors, primary screen, biochemical, single point, plate reader; Toxin B (Clostridioides difficile), P18177; TcdB glycohydrolase enzymatic assay; inhibition, % at 9.99 µM; actives 0.24% (n = 350,000); AID 652162, 2013; in the data active means inhibition above about 10%
Anthrax LF prot: Bacillus anthracis LF protease inhibitors, primary screen, biochemical, multiplex microsphere, MLPCN library. Lethal factor (Bacillus anthracis), P15917. multiplex microsphere protease cleavage assay. inhibition, % at 10 µM. actives 0.12% (n = 360,000); in the data active means inhibition above about 30%; further: plate controls were buffer without enzyme for full effect and enzyme alone for no effect
Y pestis TopoI: Yersinia pestis topoisomerase I inhibitors, primary screen, biochemical, cleavage product accumulation, plate reader, single point. DNA topoisomerase I (Yersinia pestis CO92). Y. pestis Topo-I cleavage product accumulation. activity, % at 10 µM. actives 0.064% (n = 360,000); in the data active means activity above about 50%, passing the limit was not always enough; further: inactives centre near 2
SSB-PriA inh: inhibitors of Klebsiella pneumoniae PriA binding to SSB C-terminal tail, primary screen, biochemical, AlphaScreen; AlphaScreen SSBct-PriA binding, biotinylated peptide; inhibition, % at 33 µM; actives 0.6% (n = 430,000); in the data active means inhibition mostly above about 37%, no sharp cut-off; inactive means mostly below about 20%;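 further: plate controls were negative control peptide for no effect and reference peptide for full effect; strong numbers were not always called active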
PfHsp40 yeast: rescue of yeast from PfHsp40 toxicity, primary screen, S. cerevisiae, ATP luminescence; S. cerevisiae expressing PfHsp40, growth rescue; growth rescue, % at 12.5 µM; actives 0.68% (n = 340,000); AID 504582, 2011; in the data active means growth rescue above about 28%, passing the limit was not always enough;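 further: yeast W303a lacking pdr1 and pdr3 grown in galactose medium; growth measured after three days at 30 °C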
VHR inh abs: VHR1 phosphatase inhibitors, primary screen, biochemical, absorbance, uHTS. actives 0.52% (n = 290,000). inhibition, % at 13.3 µM. AID 1654, 2009. Dual specificity protein phosphatase 3 (Homo sapiens), P51452. recombinant VHR phosphatase, pNPP absorbance; in the data active means inhibition above about 50%; further: some compounds called inactive have numbers as strong as hits
Target sequence (P51452 whole entry, looked up): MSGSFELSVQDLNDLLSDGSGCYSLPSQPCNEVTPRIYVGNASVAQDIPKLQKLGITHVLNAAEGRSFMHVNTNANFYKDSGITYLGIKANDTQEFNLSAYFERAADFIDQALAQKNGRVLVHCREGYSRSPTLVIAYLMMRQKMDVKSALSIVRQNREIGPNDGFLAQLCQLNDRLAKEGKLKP
Rv3671c protease: Rv3671c serine protease inhibitors, primary screen, biochemical, fluorescence polarization, M. tuberculosis H37Rv | P9WHR9 | inhibition, % at 5.96 µM | actives 0.048% (n = 320,000); in the data active means inhibition above about 38%;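 further: extracellular domain of Rv3671c used as enzyme; 0% = enzyme with DMSO and 100% = no enzyme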
Target sequence (P9WHR9 whole entry, looked up, the tested form may be a part): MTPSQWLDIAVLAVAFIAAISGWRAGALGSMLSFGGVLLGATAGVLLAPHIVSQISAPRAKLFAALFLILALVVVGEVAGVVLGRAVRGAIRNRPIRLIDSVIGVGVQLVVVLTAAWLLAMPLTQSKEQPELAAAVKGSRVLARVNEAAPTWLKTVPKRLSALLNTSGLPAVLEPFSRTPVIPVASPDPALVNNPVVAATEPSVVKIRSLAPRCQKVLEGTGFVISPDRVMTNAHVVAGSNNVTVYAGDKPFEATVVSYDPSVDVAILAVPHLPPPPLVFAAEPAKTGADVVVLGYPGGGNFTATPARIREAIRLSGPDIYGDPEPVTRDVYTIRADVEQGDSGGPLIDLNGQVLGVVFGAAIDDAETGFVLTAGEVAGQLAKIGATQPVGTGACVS
MazF activator: activators of E. coli MazEF toxin-antitoxin RNase, primary screen, biochemical, fluorescence, uHTS; actives 0.32% (n = 350,000); AID 504720, 2011; Endoribonuclease toxin MazF (Escherichia coli (strain K12)), P0AE70; activation, % at 20 µM; FAM/BHQ RNA-DNA oligo cleavage fluorescence, 5 h; in the data active means activation above about 50%
Target sequence (P0AE70 whole entry, looked up): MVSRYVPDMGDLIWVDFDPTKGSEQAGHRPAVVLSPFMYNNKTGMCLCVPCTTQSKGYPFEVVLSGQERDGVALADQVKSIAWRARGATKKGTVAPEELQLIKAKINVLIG
Vc quorum ag: inducers of Vibrio cholerae quorum light production without autoinducers, primary screen, BH1578 luxS cqsA deficient, single point; activation, % at 18.7 µM; actives 0.16% (n = 350,000); V. cholerae BH1578 lux reporter, luminescence, 6 h; in the data active means activation mostly above about 9.7%, no sharp cut-off; further: not every result past the cut was called active; inactives centre near 0; reference of the scale not given here
SARS 3CLpro inh: SARS-CoV 3CLpro protease inhibitors, primary screen, biochemical, quenched FRET | Replicase polyprotein 1ab (Severe acute respiratory syndrome coronavirus), P0C6X7 | recombinant SARS-CoV 3CLpro, quenched FRET peptide cleavage | inhibition, % at 6 µM | actives 0.14% (n = 290,000); in the data active means inhibition above about 12%
* hit, by the source's call; i = inactive; nt = no result given. Not all compounds are listed. The share of hits here may be higher or lower than overall.

SMILES,TcdB GH inh,Anthrax LF prot,Y pestis TopoI,SSB-PriA inh,PfHsp40 yeast,VHR inh abs,Rv3671c protease,MazF activator,Vc quorum ag,SARS 3CLpro inh
CCOC(=O)c1c(C)n(Cc2ccccc2)c2ccc(O)cc12,1.8,-4.3,7.2,-11.2,-0.3,3.4,-4.3,10.7,i,6.7
COc1ccc(NC(=O)C(NC(=O)CNC(C)=O)c2ccc(C)cc2)cc1 (stereo not drawn),nt,-6.5,-1.1,-16.6,-1.5,-16.6,-3.9,6.6,i,0.0
COc1ccc(NC(=O)C2CC(=O)N(c3cccc(C)c3C)C2)cc1 (stereo not drawn),nt,0.2,6.1,-14.8,-0.7,21.7,4.3,4.4,-6.7,0.5
CCc1noc(C)c1C(=O)N(CCCOC)c1c(N)n(Cc2ccccc2)c(=O)[nH]c1=O,nt,-5.7,-5.0,-1.4,-1.8,nt,-7.1,-3.7,2.4,nt
CC(/C=N/Nc1ccc2nncn2n1)=C\c1ccccc1,-0.4,4.6,-7.5,i,0.0,2.5,-1.0,2.2,-0.1,0.6
COC(=O)c1cc(NS(=O)(=O)c2cccs2)cc(NS(=O)(=O)c2cccs2)c1,1.8,-46.2,-7.2,2.0,1.9,nt,nt,6.6,-0.7,nt
CC(OC(=O)COc1ccc(C#N)cc1)C(=O)c1ccccc1 (stereo not drawn),-1.8,-0.2,-2.1,-2.6,-0.8,nt,4.3,6.8,1.3,nt
CCCCn1c(=O)c(C(=O)OCC)c(O)c2ccccc21,nt,-3.5,4.0,-14.3,0.4,-9.7,-0.6,2.4,-0.4,2.9
CN(C)CCCNC(=O)N1c2ccccc2Sc2ccccc21,2.2,-9.1,-5.1,-3.9,-2.0,26.1,1.1,10.4,0.4,-0.8
COc1cc2c(cc1OC)CN(CC(=O)Nc1ccc(C#N)cc1)CC2,nt,8.3,6.5,-3.0,0.4,19.9,-6.4,-12.2,-1.4,-2.8
CC(C)c1nn2c(=O)cc(CSc3ccccc3NC(=O)c3ccccc3F)nc2s1,1.8,3.0,7.9,-7.8,-0.9,28.0,-9.7,-14.1,i,-0.6
COc1ccc(NC(=O)CCn2ccnc2)c(OC)c1,-0.2,4.6,6.5,11.1,nt,-40.8,4.7,2.0,-0.5,-1.6
O=C(NNCC(O)COc1ccccc1)c1ccccc1 (stereo not drawn),-10.9,-0.5,-1.3,-14.3,-0.6,-0.9,-7.0,2.5,-0.3,-1.7
CC[C@@H](C)[C@H](NC(=O)CCc1c(C)c2cc3c4c(oc3c(C)c2oc1=O)CCCC4)C(=O)O,-0.6,10.3,19.6,1.9,-1.3,14.8,-3.7,6.3,i,8.9
O=C(NC1CCCCC1)NC1CC2CCCC(C1)N2C1CCCC1 (stereo not drawn),nt,-2.0,1.6,-3.2,-0.3,31.6,1.3,-13.5,1.3,0.5
COC(=O)c1cn(C(=O)OC)c2ccccc12,nt,0.0,1.5,-7.8,1.4,-4.1,-0.8,6.9,-3.9,-0.7
Cc1nn(C(=O)c2cccnc2)c(C)c1C,nt,-2.2,4.8,-6.9,-0.5,32.8,4.5,-5.7,i,-0.1
Cc1nnc(NC(=O)Nc2cccc(Cl)c2)s1,nt,-2.8,3.7,5.6,-0.5,9.7,0.8,3.6,-0.8,3.9
CN(C)CCOc1ccccc1C(C)(C)C,nt,-2.1,-8.4,-19.3,-0.2,32.7,-5.8,2.0,i,-1.4
Cc1ccc2nsnc2c1NC(=O)c1ccccc1[N+](=O)[O-],nt,-2.3,10.0,-6.5,-1.0,1.7,-2.5,-2.8,-0.3,0.8

SMILES,TcdB GH inh,Anthrax LF prot,Y pestis TopoI,SSB-PriA inh,PfHsp40 yeast,VHR inh abs,Rv3671c protease,MazF activator,Vc quorum ag,SARS 3CLpro inh
CCc1nnc(NC(=O)CN2CCN(CC)CC2)s1,1.1,-5.9,-0.1,-2.2,-0.4,9.4,-3.5,8.6,i,-2.0
Cc1c(O)ccc2c(CC(=O)N[C@@H](Cc3ccc(O)cc3)C(=O)O)cc(=O)oc12,0.0,6.6,0.0,-8.5,0.2,1.6,nt,-15.4,1.4,4.6
COc1cc(NC(=O)c2cccs2)c(OC)cc1NC(=O)Cc1ccccc1,-2.7,2.1,-2.1,-3.6,-0.3,21.4,-4.5,-3.3,0.6,-0.5
O=C1/C(=C/c2ccc([N+](=O)[O-])cc2)C=C(c2ccccc2)N1c1ccccc1,nt,-4.7,-4.7,9.3,-2.0,9.9,-16.8,29.7,-0.3,2.7
CC1(C)c2[nH]c3ccccc3c2C[C@H]2C(=O)N(CCCO)CC(=O)N21,1.2,-10.5,-0.2,-5.3,-1.1,19.7,0.9,2.0,0.8,-1.5
O=C(Nc1cc(Cl)ccc1N1CCCC1)C1=COCCO1,1.8,-14.6,11.1,-6.6,0.8,nt,-10.3,10.4,5.0,nt
Cc1ccccc1Nc1nc(Cl)c(C=O)s1,-0.1,-3.6,1.7,0.9,1.3,-2.2,-3.1,-2.6,-0.9,5.7
Cc1ccc(C(=O)COC(=O)CCCC(=O)NC2CCCCC2)cc1[N+](=O)[O-],nt,-3.5,-1.7,-5.1,0.0,-2.9,4.4,-8.0,4.8,-2.0
COc1ccc(-n2c(Cc3cc(=O)[nH]c(=O)[nH]3)nnc2SCc2ccccc2)cc1,nt,-2.1,7.9,-5.2,2.1,-3.7,3.7,2.4,-0.1,-2.0
COc1ccc(CNC(=O)CC(C)CC2=NS(=O)(=O)c3ccccc3N2)cc1 (stereo not drawn),0.2,-7.4,-5.6,-7.0,-1.0,13.4,-0.6,10.7,-0.3,-0.5
COc1ccc(CNC(=O)CSCc2cnn(-c3ccccc3)c2-n2cccc2)cc1,nt,-13.7,32.1,1.7,6.7,22.3,-7.9,-3.4,i,-0.6
CC(C)(C)C(=O)O/N=C1/C(=O)N(c2ccccc2)c2ccccc21,nt,0.5,-0.4,nt,1.1,14.7,2.5,-0.5,i,4.7
Cc1ccc(Cn2c(=N)c(C(=O)NCC3CCCO3)cc3c(=O)n4ccccc4nc32)cc1 (stereo not drawn),-1.2,1.8,-2.6,-5.1,6.1,26.0,-3.5,20.5,-0.6,-7.0
Cc1ccc(Cl)cc1NC(=O)CN1C(=O)COc2ccc(S(=O)(=O)N3CCOCC3)cc21,0.0,-1.0,-4.7,17.2,-0.4,7.1,-3.5,-0.4,i,-3.2
CC(C)(C)c1ccc(/C=N/N2C(=O)CSC2=S)cc1,1.3,-1.5,-5.0,nt,1.0,16.6,-6.5,10.7,-0.2,-2.4
Cc1ccc(C)n1NC(=O)c1ccccc1Cl,nt,-2.9,-14.5,-8.2,-0.2,10.9,-3.1,4.1,3.4,0.5
O=C(Cn1cnc2cc([N+](=O)[O-])ccc2c1=O)NCc1ccccc1,-0.9,-3.6,-2.0,-1.6,-0.9,23.4,-5.2,1.0,i,5.1
O=C(CCNC(=O)c1ccc(Br)cc1)NCc1ccco1,0.6,0.0,-0.4,-7.7,0.4,nt,-1.6,-0.6,i,nt
Cc1nc([N+](=O)[O-])cn1-c1ccc(N)cc1,0.7,-0.8,-5.1,-1.6,1.6,-3.4,-4.0,-3.6,-0.4,1.3
Cc1ccc(C)c(NC(=O)C(c2ccccc2)N2CCOCC2)c1 (stereo not drawn),-0.8,-0.7,-1.6,6.0,0.4,62.3,-0.8,-1.9,-3.6,1.6

SMILES,TcdB GH inh,Anthrax LF prot,Y pestis TopoI,SSB-PriA inh,PfHsp40 yeast,VHR inh abs,Rv3671c protease,MazF activator,Vc quorum ag,SARS 3CLpro inh
COC(=O)C(O)(c1cn(C)c2ccccc12)C(F)(F)F (stereo not drawn),nt,7.4,-9.7,-8.2,-0.2,0.0,-3.9,-2.2,i,-1.2
CC(C)NS(=O)(=O)c1ccc(OCC(=O)N2CCN(c3ccccc3)CC2)cc1,0.4,-1.2,-3.7,-4.0,0.8,-2.8,-6.5,-1.2,-0.2,-6.3
Cc1cccc(Cl)c1NC(=O)N1CCCN(c2ncccc2[N+](=O)[O-])CC1,0.7,2.8,3.1,-3.0,-1.3,1.7,-2.8,-2.0,-5.3,-4.3
COC(=O)c1ccc(COc2ncnc3sccc23)cc1,0.9,-0.2,1.8,-19.0,-1.4,33.3,-8.4,8.3,0.4,-0.5
Cc1ccc(N=Nc2c(C)[nH]n(-c3ccccc3)c2=O)cc1,1.7,1.6,-4.3,6.6,0.0,12.9,-0.7,0.6,-0.3,0.4
Cc1onc(-c2c(F)cccc2Cl)c1C(=O)Nc1nnc(C2CC2)s1,nt,1.3,4.9,-26.0,1.5,-4.2,5.8,6.5,2.6,1.0
CCOC(=O)CSc1n[nH]c(-c2ccco2)n1,1.3,-4.5,8.3,-9.0,-0.7,-8.6,-5.3,2.1,-0.4,2.3
Cc1ccc(/C=N/NC(=O)CSc2nnc(-c3ccccc3)n2-c2ccc(Cl)cc2)o1,0.5,-1.0,10.3,nt,0.9,-1.0,-10.1,-2.2,-0.3,7.0
CCCN1C2CCCC1CC(NC(=O)c1ccc(OC)cc1)C2 (stereo not drawn),0.5,nt,1.8,-1.2,-0.7,26.0,8.4,6.9,-0.4,0.4
COc1cc(NS(=O)(=O)c2ccc(NC(=S)NC(=O)c3ccco3)cc2)nc(OC)n1,1.3,-3.2,-9.0,-0.2,-0.5,20.6,-2.4,5.3,-0.6,3.6
CCOC(=O)COc1cc(OCC(=O)OCC)c2c(=O)cc(-c3ccccc3)oc2c1,nt,0.4,16.0,-2.3,0.1,11.7,3.8,2.8,-0.3,-0.4
O=C(O)c1ccc(NS(=O)(=O)c2cc(C(=O)O)ccc2Br)cc1,nt,3.1,1.1,-26.4,-1.1,-2.4,2.2,-0.4,-0.3,0.0
O=C(NCc1ccccc1Cl)C1CCCN(S(=O)(=O)c2cnc[nH]2)C1 (stereo not drawn),0.5,-7.9,2.2,10.1,0.3,29.4,-1.0,-2.8,-0.2,-2.5
Cc1c(Cl)cccc1NC(=S)NC(=O)c1ccccc1,0.2,-8.1,14.3,nt,nt,nt,nt,4.8,-0.1,nt
CCCCCCC1CC(=CN(C)C)C(=O)O1 (stereo not drawn),2.2,4.9,3.1,nt,nt,nt,nt,5.1,-0.7,nt
Cn1ccnc1CC(O)(c1ccccc1)c1ccccc1,2.2,10.2,-3.3,-0.1,-0.3,6.1,6.5,8.7,-0.2,-4.5
O=C(NC(Cc1ccccc1)C(=O)O)OCC1c2ccccc2-c2ccccc21 (stereo not drawn),-1.0,-8.0,7.8,2.6,-0.5,53.0*,0.6,-2.7,i,1.5

Part of the list above, reduced to Y pestis TopoI and VHR inh abs.
SMILES	Y pestis TopoI	VHR inh abs
Cc1ccc(N=Nc2c(C)[nH]n(-c3ccccc3)c2=O)cc1	-4.3	12.9
COC(=O)c1ccc(COc2ncnc3sccc23)cc1	1.8	33.3
CCOC(=O)COc1cc(OCC(=O)OCC)c2c(=O)cc(-c3ccccc3)oc2c1	16.0	11.7
Cc1ccc(/C=N/NC(=O)CSc2nnc(-c3ccccc3)n2-c2ccc(Cl)cc2)o1	10.3	-1.0
